Screening data from PubChem.
M5 antag – blocks acetylcholine activation of human M5 receptor | AID 624040 | P08912 | CHO-hM5 cells, Fluo-8 calcium fluorescence, ACh EC80 | hit rate 0.59% among 360,000 | inhibition, % at 3 µM;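 active = inhibition above a per-plate cutoff, the mean of that plate's test compounds plus 3 SD, cut at about 27% in these data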;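 note: 0% = acetylcholine EC80 with DMSO and 100% = DMSO without agonist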
Target sequence (P08912 whole entry, looked up): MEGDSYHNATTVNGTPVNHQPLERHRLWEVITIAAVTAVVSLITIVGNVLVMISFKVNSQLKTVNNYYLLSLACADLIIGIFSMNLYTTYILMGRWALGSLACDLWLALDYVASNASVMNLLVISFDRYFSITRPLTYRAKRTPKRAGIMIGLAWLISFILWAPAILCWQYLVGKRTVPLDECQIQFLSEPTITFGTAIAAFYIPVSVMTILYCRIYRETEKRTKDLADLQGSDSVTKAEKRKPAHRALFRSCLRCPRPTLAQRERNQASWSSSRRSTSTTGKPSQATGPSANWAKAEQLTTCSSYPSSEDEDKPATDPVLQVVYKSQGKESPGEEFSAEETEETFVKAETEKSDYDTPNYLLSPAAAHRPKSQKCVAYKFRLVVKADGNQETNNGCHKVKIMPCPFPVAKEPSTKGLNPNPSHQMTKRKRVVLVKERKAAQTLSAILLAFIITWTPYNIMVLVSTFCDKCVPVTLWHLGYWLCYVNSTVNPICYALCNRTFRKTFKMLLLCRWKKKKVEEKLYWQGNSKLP
M4 PAM – potentiates acetylcholine response at human M4 receptor; CHO-K1 hM4/Gqi5, Fluo-8 calcium fluorescence, ACh EC20; 0% = ACh EC20, 100% = maximal ACh; hit rate 0.4% among 360,000; activation, % at 3 µM;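 active = activation above its plate's cutoff, the mean activation of sample wells plus 3 SD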; note: some results filed as inactive read as strong as hits
Target sequence (P08173 whole entry, looked up): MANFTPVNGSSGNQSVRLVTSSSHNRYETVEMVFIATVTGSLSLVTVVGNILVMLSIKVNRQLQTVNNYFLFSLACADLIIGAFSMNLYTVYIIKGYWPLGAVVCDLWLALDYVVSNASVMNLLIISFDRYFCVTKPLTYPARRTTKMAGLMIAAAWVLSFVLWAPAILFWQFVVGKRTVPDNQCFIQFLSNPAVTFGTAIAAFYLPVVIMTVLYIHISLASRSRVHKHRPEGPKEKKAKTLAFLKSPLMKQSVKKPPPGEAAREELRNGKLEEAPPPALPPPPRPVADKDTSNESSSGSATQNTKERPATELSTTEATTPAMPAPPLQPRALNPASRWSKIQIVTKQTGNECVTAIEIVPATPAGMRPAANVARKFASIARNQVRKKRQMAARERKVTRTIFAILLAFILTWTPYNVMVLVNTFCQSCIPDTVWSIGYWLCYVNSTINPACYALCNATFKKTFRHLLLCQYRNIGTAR
M4 ag – CHRM4 agonism in calcium assay; CHO-K1 hM4/Gqi5, Fluo-8 calcium fluorescence; vehicle 0%, full acetylcholine response 100%; activation, % at 3 µM; hit rate 0.14% among 360,000; P08173; AID 624127;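 active = activation above the run mean over all test wells plus 3 SD, cut at about 32% in these data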;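 note: peak over basal fluorescence ratio per well then scaled between controls; 0% = DMSO wells and 100% = acetylcholine at EC100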
M5 PAM – positive allosteric modulators of human muscarinic M5 receptor. P08912. hit rate 0.3% among 360,000. activation, % at 3 µM. CHO-K1 hM5, Fluo-8 calcium, ACh EC20 PAM; 0% = ACh EC20, 100% = ACh EC100;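 active = activation above the run cutoff, the mean activation of all test compounds plus 3 SD, cut at about 18% in these data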
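System: CHO-K1 cell line with stable human muscarinic M5 receptor expression | Also added: EC20 acetylcholine as agonist stimulus | Compound: One concentration, 3 µM final (nominal) | Timing: Fluo-8 loading 80 min at 37 °C plus 30 min room temperature | Measured by: Fluo-8 calcium dye fluorescence, kinetic read | Read-out basis: % activation, ACh-normalized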
M5 ag – agonists of human muscarinic M5 receptor (CHRM5). AID 624037. P08912. hit rate 0.19% among 360,000. CHO-K1 hM5 cells, Fluo-8 calcium fluorescence; 0% DMSO wells, 100% maximal acetylcholine response. activation, % at 3 µM;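 active = activation above the run's mean over test compounds plus 3 SD, cut at about 23% in these data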;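 note: signal is peak over basal fluorescence ratio across the kinetic read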
CRFR2-BP ag – agonists of human CRF-binding protein/CRF-R2 receptor complex | AID 588473 | activation, % at 13.2 µM | HEK293 CRF-R2/CRF-BP, calcium dye fluorescence (FLIPR); percent of saturating CRF peptide response | hit rate 0.46% among 350,000;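 active = activation of at least 50%, plus an integration ratio under a set limit after plate pattern correction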;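 note: plate controls were neutral control wells without compound for no effect and CRF at EC100 for full effect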
CHRM4 antagonist – CHRM4 antagonism in calcium assay; AID 624125; inhibition, % at 3 µM; CHO-hM4 cells, ACh EC80, Fluo-8 calcium fluorescence; hit rate 0.73% among 360,000;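 active = inhibition above its plate's cutoff, the mean inhibition of sample wells plus 3 SD, cut at about 27% in these data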;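 note: 0% = acetylcholine EC80 with DMSO and 100% = DMSO without agonist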
M1 PAM – potentiates human M1 receptor response to acetylcholine. CHO-K1 hM1, Fluo-8 calcium fluorescence, ACh EC20; 0% = ACh EC20, 100% = maximal ACh. activation, % at 3 µM. hit rate 0.088% among 360,000. P11229; in the data active = activation above about 19%, passing the limit was not always enough
CRFBP-R2 block – CRF-BP/CRF-R2 complex antagonism. inhibition, % at 11.8 µM. hit rate 0.59% among 350,000. AID 588475. HEK293 CRF-R2/CRF-BP, CRF-induced calcium fluorescence;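 active = inhibition of the ligand-induced calcium signal above about 50% at the single tested concentration, limit read from the data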
An asterisk follows results filed as active; . = not tested or not shown.

entry	Molecule	M5 antag	M4 PAM	M4 ag	M5 PAM	M5 ag	CRFR2-BP ag	CHRM4 antagonist	M1 PAM	CRFBP-R2 block
1	Cc1ccc(Nc2nnc(SCC(=O)Nc3cccc(S(=O)(=O)NC4=NCCCCC4)c3)s2)c(C)c1	8	-15	0	-9	-3	-0.1	7	-3	-3
2	O=C1CN(C(=O)COC(=O)CNC(=O)c2ccc(Cl)cc2)c2ccccc2N1	10	2	1	2	-1	0.4	-5	8	6
3	O=C(CSc1ncnc2ccccc12)c1ccco1	17	-2	5	-2	-3	-2.4	0	6	-6
4	CC(CCc1ccccc1)NC(=O)CCCn1ncn2c(cc3occc32)c1=O (configuration not stated)	3	7	2	5	-2	0.5	-5	14	-4
5	CCCCOc1ccc(C(NC(=O)OCC)NC(=O)OCC)cc1	-6	-8	0	1	-2	-8.7	1	0	8
6	Cc1ccc2cc(NC(=O)C3(C)CCN3CC(C)C)ccc2n1 (configuration not stated)	18	-1	1	0	-1	.	9	7	.
7	Cc1ccc(N2C(=O)C3CCC(C)(C2=O)C3(C)C)cc1 (configuration not stated)	14	-23	13	-17	1	0.3	10	-5	0
8	O=Cc1ccc(OC(=O)/C=C/c2ccccc2)cc1	6	2	3	2	-1	-2.1	10	5	-15
9	COc1ccc(Cl)cc1C(=O)OCC(=O)c1c(N)n(C)c(=O)n(C)c1=O	5	0	0	-2	0	-0.7	5	2	-20
10	CCOc1ccccc1N(C)C(=O)Cn1ncc2c([nH]c3ccccc32)c1=O	-1	-5	16	-10	5	6.6	-14	-7	94*
11	NC(=S)N1N=C(c2ccccc2)CC1=O	-5	10	1	8	7	-4.7	3	4	38
12	CN(C)/C=C(\C#N)C(=O)N/N=C(\CC(=O)C(F)(F)F)c1ccco1	0	6	1	-4	-4	1.2	2	2	11
13	C(=N\c1nc2ccccc2n1Cc1ccccc1)/c1cccs1	3	-1	4	-4	4	-1.7	5	-4	6
14	O=C1S/C(=C\c2ccc(Cl)cc2)C(=O)N1CCn1cnnn1	-11	4	8	6	3	-1.7	-9	7	-7
15	Cc1ccnc(N2CCCC(C(=O)NC3CC3)C2)n1 (configuration not stated)	-2	-6	2	5	-4	-0.3	-20	8	50*
16	O=C(CN1CCOCC1)Nc1nc2cc([N+](=O)[O-])ccc2s1	5	27*	4	13	-3	4.8	-12	6	7
17	O=C1C(Cl)=C(NCc2cccnc2)C(=O)c2ccccc21	11	-5	3	-1	0	-6.9	8	11	11
18	CN1C(=O)c2c(C(=O)Nc3ccc(Oc4ccncc4)cc3)[nH]c(-c3ccccc3)c2C1=O	3	2	1	-3	9	.	-7	-3	.
19	CN(CCCS(=O)(=O)[O-])c1ccc(/C=C/c2ccc3ccccc3[n+]2C)cc1	14	2	0	-4	-1	-0.7	-1	4	-1
20	Cc1ccc(/C(N)=N/OC(=O)c2ccco2)cc1	4	1	0	0	-2	-0.8	-7	1	-3
21	Cc1ccc(/C=C/C(=O)N2CCN(S(=O)(=O)c3cccs3)CC2)o1	6	0	2	0	0	1.0	3	-6	3
22	N#CC(Sc1ccccn1)c1ccc(Cl)cc1 (configuration not stated)	6	-10	0	-6	-9	-6.0	5	-27	2
23	Cc1ccc(SCc2[nH]nc3c2C2(C(=O)Nc4ccc(F)cc42)C(C#N)=C(N)O3)cc1 (configuration not stated)	-2	-4	1	2	-1	6.0	4	4	-3
24	CCOc1ccc(N2C(=O)CC(NCC3CCCO3)C2=O)cc1 (configuration not stated)	-1	0	0	1	-2	-1.0	5	15	1
25	Cc1cc(C(=O)N2CCC2(C)C(=O)NCC(C)(C)C)nn1C (configuration not stated)	6	1	1	-2	0	.	-1	4	.
26	COc1ccc(S(=O)(=O)N(C)CC(=O)NCCN2CCOCC2)cc1	-3	-2	1	6	-1	0.0	2	9	-4
27	Clc1ccc(N2CCN(/N=C/c3cccnc3)CC2)cc1	5	3	6	-1	5	5.9	-7	4	-21
28	O=C(Oc1nsnc1N1CCOCC1)N1CCCC1	2	-7	0	-1	3	0.2	16	4	-6
29	Cc1ccccc1-n1c(C)nnc1SCC(=O)N(C)C1CCS(=O)(=O)C1 (configuration not stated)	0	-3	3	6	-3	-0.8	7	3	-1
30	COc1ccc(NC(=O)CN2CCN(C(=O)N3CCOCC3)CC2)cc1	12	-4	-1	-1	-2	0.6	1	17	9
31	CCOCCN(C(=O)COC)c1cccc(OC)c1	8	6	1	-7	0	-0.1	0	1	9
32	CCOc1ccc(NC(=O)c2ccc(N3CC4CC(C3)c3cccc(=O)n3C4)c(NC(=O)c3ccncc3)c2)cc1 (configuration not stated)	-8	1	0	7	0	-0.8	-6	1	41
33	CC(=O)OCC(=O)[C@@]1(O)CC[C@H]2[C@@H]3CCC4=CC(=O)C=C[C@]4(C)[C@H]3C(=O)C[C@@]21C	5	-9	1	-2	-4	-0.9	-4	-1	17
34	Cc1cccc(OCC(=O)OCC(=O)c2c(N)n(C)c(=O)n(C)c2=O)c1C	-5	-3	0	2	-3	-0.9	-1	5	-37
35	Cc1cccc(OCC(=O)Nc2nnc(-c3ccco3)s2)c1	1	-1	0	1	2	-2.5	4	7	-16
36	O=C(NC1CC1)C1CCCN1S(=O)(=O)c1ccc2ccccc2c1 (configuration not stated)	1	3	1	-5	2	-2.2	-3	3	1
37	COc1ccc(-c2oc3cc(O)c(OC)c(O)c3c(=O)c2OC)cc1O	4	6	2	-3	2	-3.3	-7	10	35
38	[O-][n+]1c2ccccc2[n+]([O-])c2cc(O)ccc21	-3	2	1	-1	1	-0.9	-4	9	6
39	Cc1ccnc(NC(=O)c2ccc(Cl)c(NC(=O)C(C)Oc3ccccc3)c2)c1 (configuration not stated)	-10	8	2	-2	-2	-2.1	-7	-3	-17
40	Cc1ccc(SCCNC(=O)c2ccc(C)c(S(=O)(=O)Nc3ccccc3C)c2)cc1	8	-12	17	-14	-2	4.8	1	-8	10
41	Cc1ccc(-c2csc(NC(=O)C3CSC4(C)CCC(=O)N34)n2)cc1 (configuration not stated)	-1	8	0	1	1	0.1	-9	10	-15
42	O=C(CCC1CCCC1)N=C1SC2CS(=O)(=O)CC2N1c1ccccc1F (configuration not stated)	12	2	1	-2	-3	0.7	2	-1	-5
43	CCC(=O)N/C(=N\OCc1ccc(F)cc1)c1nonc1NC(=O)CC	2	-1	1	-2	1	-1.0	5	3	-3
44	Cc1ccc(Cl)cc1NC(=O)COC(=O)Cn1cnc2c1c(=O)n(C)c(=O)n2C	-3	3	3	7	6	-2.7	-10	8	8
45	Cc1ccccc1/C=C\c1nc2ccccc2c(=O)n1Cc1ccccc1	-1	-2	-1	-7	-7	3.9	4	-3	-21
46	O=C(c1cccc(F)c1)N1CCN(c2ccc([N+](=O)[O-])c(N3CCOCC3)c2)CC1	-1	-3	2	-3	-3	-4.0	1	-5	18
47	COCCN(C(=S)Nc1ccc(C(C)C)cc1)C(C)c1cccs1 (configuration not stated)	4	-8	0	3	-5	4.9	1	4	6
48	O=C(c1ccc(C(F)(F)F)cc1)N1CCC(=O)N([C@H](COCc2ccc(Cl)cc2)Cc2ccccc2)CC1	-4	9	1	-8	-2	.	19	.	.
49	CSc1nsc(SCC(=O)NCc2ccccc2)n1	13	-7	1	-2	-1	0.5	4	3	5
50	CCOC(=O)N1CCN(C(=O)CS(=O)(=O)c2cn(Cc3ccccc3C)c3ccccc23)CC1	15	-5	1	-12	-4	-1.8	5	-2	-17

Remaining list, next part:
entry	Molecule	M5 antag	M4 PAM	M4 ag	M5 PAM	M5 ag	CRFR2-BP ag	CHRM4 antagonist	M1 PAM	CRFBP-R2 block
51	CCOC(=O)C1C(c2ccccc2)N(C)OC1(O)C(F)(F)F (configuration not stated)	4	-1	0	-3	-4	-1.1	-5	-6	2
52	CN(C)c1ccc(NC(=O)C(=O)NCCOc2ccccc2)cc1	0	-10	1	0	-4	1.0	-6	4	17
53	O=C(Nc1ccncc1)c1cc(-c2ccccn2)nc2ccccc12	13	-1	3	-8	1	-5.4	0	6	-7
54	Cc1ccc(S(=O)(=O)N2CCC(C(=O)NCCC3=CCCCC3)CC2)c(C)c1	6	-4	6	-6	-1	0.9	-6	1	2
55	COC(=O)c1ccc(NC(=O)CN(C)S(=O)(=O)c2ccc(OC)c(C)c2)cc1	8	-8	15	-4	6	0.5	-10	-8	16
56	O=C(O)CSc1cc(C(=O)c2ccccc2O)cn2c(=O)c3c4c(sc3nc12)CCCC4	6	33*	1	7	-2	0.3	9	13	5
57	CCOC(=O)C1CCCN1C(=O)c1ccc(OC)c(Br)c1 (configuration not stated)	-1	0	2	6	5	0.8	1	8	7
58	O=C1CCC(C(=O)N2CCSCC2)CN1CCc1ccccc1 (configuration not stated)	-6	3	2	4	-2	-1.2	-16	18	8
59	CCCc1cc(-c2nc(N)ncc2-c2csc(C)n2)c(O)cc1OC	5	6	1	-6	1	2.3	-12	6	-23
60	CCOC(=O)Cc1csc(NC(=O)CN2CCOCC2)n1	-9	2	1	-1	7	-0.2	-10	14	6

2 entries from above, with two lines to a compound.
Values in the order – M5 antag	M4 PAM	M4 ag	M5 PAM	M5 ag	CRFR2-BP ag	CHRM4 antagonist	M1 PAM	CRFBP-R2 block
55: COC(=O)c1ccc(NC(=O)CN(C)S(=O)(=O)c2ccc(OC)c(C)c2)cc1
 : 8	-8	15	-4	6	0.5	-10	-8	16
34: Cc1cccc(OCC(=O)OCC(=O)c2c(N)n(C)c(=O)n(C)c2=O)c1C
 : -5	-3	0	2	-3	-0.9	-1	5	-37

Continued.
entry	Molecule	M5 antag	M4 PAM	M4 ag	M5 PAM	M5 ag	CRFR2-BP ag	CHRM4 antagonist	M1 PAM	CRFBP-R2 block
61	COc1ccc(C2CC(C)=NN2C=O)cc1OC (configuration not stated)	-4	6	0	3	0	0.8	-3	5	0
62	O=[N+]([O-])c1cnc(Sc2ccncn2)c([N+](=O)[O-])c1	-4	-3	3	-1	3	4.2	-8	3	-27
63	C/C(=N\Nc1nc2ccccc2[nH]1)c1cccs1	-7	1	4	-1	-1	1.5	-4	1	-2
64	C=CCn1c(=O)c2ccccc2n2c(SCC(=O)N(C)C)nnc12	2	-7	0	5	-1	-0.1	-7	15	1
65	CCOC(=O)c1c(-n2cccc2)sc2c1CCCC2=O	7	6	0	-3	-2	-2.1	2	9	35
66	CC1CCC2(CC1)NC(=O)N(CC(=O)NCc1ccc(F)cc1)C2=O (configuration not stated)	-4	6	1	5	0	-1.5	-8	-5	-13
67	COc1ccc(S(=O)(=O)Nc2ccc3c(c2)C(=O)N([C@H](C)CO)C[C@H](C)[C@@H](CN(C)S(=O)(=O)c2ccc(OC)cc2)O3)cc1	-2	13	5	9	0	3.5	1	11	15
68	COc1cccc(NC(=O)c2cc(CN3C(=O)c4ccccc4C3=O)ccc2OC)c1	5	-1	0	-2	-3	0.5	2	-2	0
69	COc1ccc(OC)c(C2/C(=C(\O)c3ccc(OC)c(Cl)c3)C(=O)C(=O)N2CCN(C)C)c1 (configuration not stated)	-2	4	1	-5	-4	0.4	0	6	29
70	COc1ccc2nc(NC(=O)C3CCN(S(=O)(=O)c4cnc[nH]4)CC3)sc2c1	-1	6	1	0	1	-1.9	-3	3	1

Part of the list above with just M5 ag, M4 PAM and CRFR2-BP ag:
nr | Structure | M5 ag | M4 PAM | CRFR2-BP ag
61 | COc1ccc(C2CC(C)=NN2C=O)cc1OC (configuration not stated) | 0 | 6 | 0.8
62 | O=[N+]([O-])c1cnc(Sc2ccncn2)c([N+](=O)[O-])c1 | 3 | -3 | 4.2
63 | C/C(=N\Nc1nc2ccccc2[nH]1)c1cccs1 | -1 | 1 | 1.5
64 | C=CCn1c(=O)c2ccccc2n2c(SCC(=O)N(C)C)nnc12 | -1 | -7 | -0.1
65 | CCOC(=O)c1c(-n2cccc2)sc2c1CCCC2=O | -2 | 6 | -2.1
